Screening results from PubChem BioAssay.
LEDGF integ inh – blockers of LEDGF/p75-dependent integrase strand transfer – biochemical, TR-FRET, high throughput, primary screen. TR-FRET IN-LEDGF/p75 DNA integration, Eu/Cy5. inhibition, % at 3.7 µM. 0.64% of 370,000 active;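 active means inhibition above the screen-wide mean plus 3 SD, cut at about 13% in these data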;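 further: signal is the Cy5 over europium emission ratio at 671 and 618 nm; 0% = plate median of compound wells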
KLK7 zymogen act – proKLK7 zymogen activators, primary screen, biochemical, fluorescence intensity; Kallikrein-7 (Homo sapiens), P49862; purified proKLK7, EDANS-DABCYL substrate fluorescence; 100% is mature enzyme control, 0% vehicle; activation, % at 7 µM; 0.9% of 370,000 active; AID 652039, 2013;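 active means activation above the mean of all tested compounds plus 3 SD, computed per campaign excluding outliers beyond control limits, cut at about 13% in these data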
ADAM17 inh – ADAM17 inhibitors, primary screen, biochemical, QFRET | Disintegrin and metalloproteinase domain-containing protein 17 (Homo sapiens), P78536 | recombinant ADAM17, EDANS/DABCYL FRET peptide cleavage | inhibition, % at 6.95 µM | 0.83% of 370,000 active | AID 720648, 2013;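 active means inhibition above the mean of compounds lying between control limits plus 3 SD, set per campaign, cut at about 8.5% in these data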;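 further: 0% = DMSO-only wells as the low control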
DDE Tn6 FP inh – inhibitors of Tn6 peptide binding to fibrin DD(E), primary screen, biochemical, fluorescence polarization, human fibrin, Tn6 probe. AID 720509, 2013. Fibrinogen beta chain (Homo sapiens), P02675. inhibition, % at 8.3 µM. 0.21% of 370,000 active. Fibrin DD(E) TRITC-Tn6 fluorescence polarization displacement;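 active means inhibition above a per-campaign cutoff: mean of compounds within control limits plus 3 SD, cut at about 15% in these data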;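 further: 0% = median of all compound wells on the plate and 100% = blocking peptide control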
Target sequence (P02675 whole entry, looked up): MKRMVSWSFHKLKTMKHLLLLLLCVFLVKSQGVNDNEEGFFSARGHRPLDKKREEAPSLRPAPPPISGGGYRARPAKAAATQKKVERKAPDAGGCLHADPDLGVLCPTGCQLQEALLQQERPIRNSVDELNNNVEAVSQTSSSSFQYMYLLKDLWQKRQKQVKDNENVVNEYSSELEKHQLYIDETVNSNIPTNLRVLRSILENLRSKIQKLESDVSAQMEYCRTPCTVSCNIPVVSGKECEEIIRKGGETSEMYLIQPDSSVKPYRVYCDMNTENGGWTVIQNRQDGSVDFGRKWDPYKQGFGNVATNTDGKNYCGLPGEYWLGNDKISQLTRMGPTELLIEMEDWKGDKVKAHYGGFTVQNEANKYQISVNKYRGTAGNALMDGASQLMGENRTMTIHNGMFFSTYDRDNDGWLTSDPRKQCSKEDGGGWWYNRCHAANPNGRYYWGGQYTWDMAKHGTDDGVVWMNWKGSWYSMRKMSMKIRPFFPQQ
DDE Tn7 FP inh – inhibitors of Tn7 peptide binding to fibrin DD(E), primary screen, biochemical, fluorescence polarization, human fibrin, Tn7 probe | Fibrinogen beta chain (Homo sapiens), P02675 | FP displacement of FITC-Tn7 peptide from fibrin DD(E); 0% = median of compound wells per plate | inhibition, % at 8.3 µM | 0.13% of 370,000 active;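 active means inhibition above the mean of compounds falling within the control limits plus 3 SD of them, cut at about 14% in these data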;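 further: 0% = plate median of compound wells and 100% = 10 µM Aha-Tn7 peptide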
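Test system – human fibrin DD(E) · Times – 10 min preincubation, 3 h with tracer, room temperature · Detection – fluorescence polarization of the labelled Tn7 tracer · Measure – percent inhibition normalized to high-control wells · Benchmarks – high control wells with 10 µM unlabelled Aha-Tn7 peptide (full inhibition) · Repeats – singlicate testing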
TDP2 absorb – human TDP2 enzyme inhibitors, primary screen, biochemical, epi absorbance, recombinant enzyme; Tyrosyl-DNA phosphodiesterase 2 (Homo sapiens), O95551; T5PNP hydrolysis, p-nitrophenol absorbance 415 nm; inhibition, % at 12.8 µM; 0.34% of 370,000 active;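 active means inhibition above the mean of all tested compounds plus 3 SD, set per campaign, cut at about 25% in these data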;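 further: 0% = DMSO with enzyme and 100% = buffer with substrate but no TDP2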
Target sequence (O95551 whole entry, looked up): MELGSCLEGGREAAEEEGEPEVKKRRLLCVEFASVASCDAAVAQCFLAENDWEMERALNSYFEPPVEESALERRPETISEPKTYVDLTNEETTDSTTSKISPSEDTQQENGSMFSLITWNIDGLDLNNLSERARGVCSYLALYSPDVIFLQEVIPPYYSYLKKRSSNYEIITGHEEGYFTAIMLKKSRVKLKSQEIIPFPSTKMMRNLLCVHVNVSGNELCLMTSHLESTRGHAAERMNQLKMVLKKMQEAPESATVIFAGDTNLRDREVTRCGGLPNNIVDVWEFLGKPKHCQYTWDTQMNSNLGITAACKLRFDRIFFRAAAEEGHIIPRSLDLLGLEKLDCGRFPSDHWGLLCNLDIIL
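Material: recombinant human TDP2; quantity: TDP2 enzyme at 120 nM final; medium: Tris-HCl pH 7.5 with MgCl2; compound: single concentration, 12.8 µM nominal, with 1% DMSO; incubation: 2 h enzyme incubation at 37 °C; signal: epi absorbance; measure: percent inhibition; benchmarks: high control without enzyme, low control DMSO plus TDP2; repeats: singlicate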
ASAP1 GAP inh – inhibitors of human ASAP1 ArfGAP activity, primary screen, biochemical, fluorescence polarization; Arf-GAP with SH3 domain, ANK repeat and PH domain-containing protein 1 (Homo sapiens), …; ASAP1-stimulated ARF1 GTP hydrolysis, GDP FP detection; inhibition, % at 16.5 µM; 0.19% of 360,000 active; AID 624377, 2012; in the data active means inhibition above about 25%;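 further: 0% = vehicle with enzyme and substrate and 100% = no enzyme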
PLC-gamma1 inh – PLC-gamma1 enzyme inhibitors, primary screen, biochemical, fluorescence, purified enzyme. fluorogenic substrate. inhibition, % at 12.2 µM. 0.84% of 370,000 active; in the data active means inhibition above about 9.5%
ARFGAP1 inh – inhibitors of rat ARFGAP1 GAP activity, primary screen, biochemical, fluorescence polarization, GDP tracer | ADP-ribosylation factor GTPase-activating protein 1 (Rattus norvegicus), Q62848 | inhibition, % at 16.5 µM | Arfgap1-stimulated ARF1 GTP hydrolysis, GDP FP detection | 0.26% of 360,000 active;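 active means inhibition above a per-plate limit, mean inhibition of low control wells plus 3 SD, cut at about 25% in these data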;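 further: 0% = DMSO wells with enzyme and 100% = wells lacking Arfgap1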
Target sequence (Q62848 1-136 limits assumed): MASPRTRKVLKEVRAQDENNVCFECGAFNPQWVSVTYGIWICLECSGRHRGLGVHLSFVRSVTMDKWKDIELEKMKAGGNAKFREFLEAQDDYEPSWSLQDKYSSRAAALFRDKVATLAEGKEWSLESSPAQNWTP
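material = rat Arfgap1 catalytic domain, aa 1-136 | also added = human ARF1(Δ1-17)-GTP substrate | compound dosing = one concentration, 16.5 µM, DMSO 1.26% | times = GTP hydrolysis reaction 2 h at 25 °C | measured by = FP, GDP Alexa 633 tracer displaced from anti-GDP antibody, 620/688 nm | evaluation = percent inhibition of Arfgap1-stimulated GTP hydrolysis | replication = single well per compound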
ADAM10 inh – human ADAM10 inhibitors, primary screen, biochemical, QFRET, HTS. AID 720582, 2013. inhibition, % at 7 µM. 0.62% of 370,000 active. Disintegrin and metalloproteinase domain-containing protein 10 (Homo sapiens), O14672. recombinant ADAM10, EDANS/DABCYL FRET peptide cleavage, 3 h;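 active means inhibition above a per-campaign cutoff equal to the mean of compounds falling between control-based bounds plus 3 SD, cut at about 20% in these data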;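 further: 0% = DMSO wells while the 100% control is not disclosed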
Starred values were filed as active, the others as inactive; i = inactive; . = not tested or not shown.

cpd	smiles	ADAM10 inh	DDE Tn6 FP inh	ADAM17 inh	LEDGF integ inh	ARFGAP1 inh	PLC-gamma1 inh	TDP2 absorb	DDE Tn7 FP inh	ASAP1 GAP inh	KLK7 zymogen act
1	COc1cc(OC)cc(C(=O)NC(C)CNc2ccc(Cl)cc2[N+](=O)[O-])c1 (stereo unspecified)	-3	-5	4	-1	-1	3	15	-7	-12	-0.5
2	COc1ccc(CNc2nc3ccccc3n2Cc2ccccc2)cc1OC	4	4	-3	0	1	1	2	-2	20	0.3
3	COc1cccc(-c2cc(C(F)(F)F)nc(-n3ccc([N+](=O)[O-])n3)n2)c1	-5	-14	-5	0	10	5	-4	7	-2	-0.1
4	Cc1nc2cc(N)ccc2n1-c1ccccc1	7	-2	7	5	-6	-12	-17	-11	3	0.3
5	CCc1nc(Nc2ccc(NC(C)=O)cc2)c2oc3ccccc3c2n1	-7	0	-6	-2	-2	-95	-5	2	-2	172*
6	Cc1c(OCC(F)(F)F)ccnc1CSc1nc2ccccc2[nH]1	8	2	0	-2	1	-4	-2	0	11	0.1
7	COc1ccc(C(=O)N[C@H](C(=O)N2CCN(c3ccccc3F)CC2)C(C)C)cc1	-9	-2	-7	-6	-24	-2	5	10	2	-1.0
8	O=c1c(Cc2ccc(F)cc2)c(O)ccn1Cc1ccc(F)cc1	-1	5	-1	-14	-2	0	-4	6	-4	0.0
9	Cc1ccc(NC(=O)c2cc(C(C)(C)C)nn2Cc2ccccc2)cc1	15	-3	7	0	2	7	-2	7	8	0.4
10	Cn1c(Cn2cnc3ccccc32)nnc1SCc1ccccc1	-3	-5	-2	-1	-1	-3	1	-6	6	-0.1
11	Cc1sc(NC(=O)c2cccs2)nc1-c1ccccc1	9	-8	4	-1	-16	-37	1	-3	6	2.1
12	CCCCn1c(N)c(N(CCOC)C(=O)COC(=O)c2cc(CC)c(C)s2)c(=O)[nH]c1=O	3	1	2	2	-7	-1	0	4	-1	0.6
13	O=S(=O)(CCN1CCSCC1)c1ccccc1	5	-1	-1	8	6	4	-9	-5	-1	0.2
14	CCCN(CC(=O)Nc1ccc(F)c(F)c1F)Cc1cc(=O)n2ccsc2n1	-3	-4	-3	0	2	-2	0	-8	3	0.2
15	Nc1nonc1-n1nnc(C(=O)N/N=C/c2c(F)cccc2Cl)c1-c1ccc2c(c1)OCO2	-12	3	5	2	11	6	-2	-5	10	-0.5
16	c1ccc2nc(SCc3cn4ccccc4n3)cnc2c1	-3	7	0	2	-7	-16	2	3	3	-0.1
17	CC(=O)Oc1cc2c(cc1Cl)C(c1cccs1)CC1(CC(C)(C)NC(=S)N1)O2 (stereo unspecified)	-13	-6	-10	2	-2	0	-4	-1	14	0.4
18	COc1cc(OC)cc(C(=O)NCC2CCCN(C(=O)c3csc(C)n3)C2)c1 (stereo unspecified)	-2	2	-5	0	0	0	1	1	3	0.0
19	O=C(NC12CC3CC(CC(C3)C1)C2)c1cncc(O)c1	-17	7	-7	1	-2	-6	13	13	-3	-2.0
20	COCCCN(Cc1cc(OC)c(OC)c(OC)c1)C(=S)Nc1cccc(SC)c1	-17	-7	4	-5	15	0	-5	5	2	-0.2
21	CCCOc1cccc(C(=O)Nc2cccc(NC(=O)c3ccco3)c2)c1	1	-6	1	1	13	3	-4	3	7	0.3
22	CCN1/C(=C/C(=S)Nc2ccccc2)Sc2ccccc21	4	-6	1	-1	11	-2	5	-1	11	-0.8
23	Nc1nc(-c2ccccc2)c(C(=O)Nc2ccccc2)s1	0	4	-3	2	1	-4	10	0	-8	-0.1
24	CC(C)C[C@@H](CN1CCC[C@H]1CN1C(=O)C(=O)NC[C@@H]1Cc1ccc(O)cc1)N1C[C@H](Cc2ccccc2)N(CC2CCCCCC2)C(=O)C1=O	-6	-6	1	-2	-10	-28	0	0	1	0.6
25	Cc1cc2nc(N3CCN(C(=O)c4ccco4)CC3)sc2cc1C	1	-3	-1	7	5	-3	-3	-2	-2	0.2
26	CCC(=O)N1C(C(=O)NCc2ccc(OC)cc2)CSC1c1ccc(OC)cc1 (stereo unspecified)	-12	-1	0	-1	-12	1	8	7	-1	-0.3
27	CCN1CCN(c2nc(NCCO)c3ccccc3n2)CC1	-213	-14	-82	0	0	-18	-5	5	-1	4.8
28	O=C(Nc1cccc(C(F)(F)F)c1)c1cccnn1	0	-4	-5	-3	-1	0	8	0	4	-0.8
29	CCCCn1c(N)c(N(CC(C)C)C(=O)C2CC(=O)N(Cc3ccccc3)C2)c(=O)[nH]c1=O (stereo unspecified)	-15	-11	-1	-1	-3	4	-1	-2	6	0.2
30	CC1(C)Cc2c(sc3nc(C4CC4)n(N)c(=O)c23)CO1	2	-3	3	2	-5	0	4	-5	-1	0.4
31	COc1ccc(NC(=S)NNc2ccc([N+](=O)[O-])cc2S(=O)(=O)Nc2ccc(C)cc2C)cc1	4	1	7	-2	7	-2	-4	0	24	-0.9
32	N=c1c2c(ccn1CCCc1ccccc1)Oc1ccc3ccccc3c1C2c1ccccc1 (stereo unspecified)	15	-5	6	3	.	3	13	8	.	.
33	O=C(NCCC1=CCCCC1)C1CC(=O)N(Cc2ccccc2)C1 (stereo unspecified)	-7	-3	-4	2	-1	-3	2	-8	-4	0.3
34	CCn1c(C(C#N)/C(=N\S(=O)(=O)c2cccs2)c2ccccc2)nc2ccccc21 (stereo unspecified)	-5	0	-5	-3	-19	-7	-11	-2	11	0.4
35	Nc1nc(F)nc2c1ncn2[C@@H]1O[C@H](COP(=O)(O)O)[C@@H](O)[C@@H]1O	-7	1	-1	-5	.	2	-3	3	.	-0.3
36	CNc1nc2c(c(=O)[nH]c(=O)n2C)n1CCCc1ccccc1	-2	-6	-3	-4	6	1	-9	0	3	0.6
37	CCC1C(=NO)C(CC)C(c2ccccc2)NC1c1ccccc1 (stereo unspecified)	16	-6	17*	6	6	6	-36	-2	-7	-0.5
38	c1ccc(-c2nnc3sc(CN4CCc5ccccc54)cn23)cc1	2	-3	-3	2	-18	-3	5	9	6	0.1
39	Cc1noc(/C=C/c2ccco2)c1S(=O)(=O)N1CCC(C(=O)NCc2ccco2)CC1	4	-1	3	33*	6	-17	-4	-2	3	0.4
40	Nc1ccc(C#Cc2ccc3c(=O)c4ccccc4oc3c2)cc1	-28	0	-10	9	5	-372	27*	3	-4	-0.3
41	CC(C)(C)C(=O)N1CCN(c2ccc3c(c2)C2CC3CCN2C(=O)OCc2ccccc2)CC1 (stereo unspecified)	-6	-5	-1	0	-3	0	7	-3	-1	0.2
42	CCn1c(COc2ccc(Cl)cc2)nnc1SCC(=O)Nc1ccc2c(c1)OCO2	0	8	0	3	-1	-1	1	1	1	-0.2
43	COc1ccc(S(=O)(=O)Nc2ccccc2C(=O)N2CCOCC2)cc1Br	-3	10	2	-1	-12	0	2	-6	-13	0.2
44	O=C(Nc1nc(-c2cc(F)ccc2F)cs1)C1=NN(c2ccccc2)C(=O)CC1	-9	5	2	-5	1	-11	-12	4	8	-0.4
45	CN1CCc2c(sc3c2c(=O)n(-c2ccccc2)c2nnc(SCc4ccc(Cl)cc4)n32)C1	-165	-1	-49	3	2	-84	0	2	5	-2.3
46	O=C1CSC(c2cn(-c3ccccc3)nc2-c2ccc3c(c2)OCCO3)N1CCN1CCOCC1 (stereo unspecified)	-1	2	-5	-1	5	-1	9	6	1	0.0
47	Cc1ccc(NC(=S)NC(=O)c2ccc(F)cc2)cc1S(=O)(=O)Nc1ccccc1Cl	13	1	5	-2	-13	4	-2	4	5	0.2
48	C=CCn1c(C)cc(C(=O)CSc2nc3ccccc3[nH]2)c1C	-2	-2	-8	-2	-15	-3	2	8	-9	0.2
49	COc1cc2cc(CN(CCO)S(=O)(=O)c3ccccc3)c(=O)[nH]c2cc1OC	i	-9	-177	2	-3	-37	7	2	3	-0.3
50	COc1ccc([N+](=O)[O-])cc1NS(=O)(=O)c1cc(C(=O)O)ccc1OC	7	-5	0	6	-2	9.5*	3	-5	-3	0.1
51	CCN1C(=O)C(Cc2nc3ccccc3c(=O)n2-c2ccccc2)c2ccccc21 (stereo unspecified)	3	-1	1	2	4	0	12	0	-5	0.1
52	O=C(CCN1C(=O)[C@@H]2Cc3ccccc3CN2C1=O)NCc1ccccc1Cl	-1	0	-3	0	-7	-1	10	-4	-5	0.0
53	CN(CC(=O)Nc1cccc(F)c1)CC(=O)Nc1ccccc1[N+](=O)[O-]	-2	-7	-4	-3	11	4	-12	-1	11	0.1
54	c1ccc2c(c1)ccc1nnc(SCc3ccc4c(c3)OCCO4)n12	-12	2	0	-2	7	0	-5	0	-6	0.2
55	OC(c1ccccc1)c1ccncc1 (stereo unspecified)	-2	-6	-3	-1	-2	7	2	1	-1	0.0
56	Cc1ccc(N2C(=O)N(Cc3ccccc3C)c3ccccc3S2(=O)=O)cc1	12	-8	7	2	12	2	7	-2	-1	0.4
57	CCN=C(NC#N)SCc1c(F)cccc1Cl	1	-4	0	3	6	-2	-5	-2	2	-0.3
58	CCO[C@H]1OC(C(=O)N2CCCCCCC2)=C[C@@H](c2ccc(C(F)(F)F)cc2)[C@@H]1CCCO	13	4	6	-4	6	2	-11	-4	10	0.1

Rows are unselected; about 4.2% have a hit in one of these screens.
